SMARCA2 act: increases SMARCA2 function in MMTV reporter cells. hit rate 1% among 370,000. AID 652017. MG213 cells, MMTV-luciferase reporter, dexamethasone, overnight. activation, % at 9.1 µM; in the data active = activation above about 7.8%;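 also: 0% = vehicle wells and 100% = reference activator wells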
ssDAF-12 act: activators of S. stercoralis DAF-12 nuclear receptor; HEK293 ssDAF-12/GRIP1 lit1-tk-luc reporter, luminescence; % of 3 µM dafachronic acid response; activation, % at 6.8 µM; hit rate 1% among 370,000; AID 652126;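 active = activation above the mean over all tested compounds plus 3 SD, cut at about 0.9% in these data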;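 also: 0% = DMSO-only wells and 100% = 3 µM delta7-dafachronic acid wells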
ADAM10 inh: inhibitors of human ADAM10. hit rate 0.62% among 370,000. recombinant ADAM10, EDANS/DABCYL FRET peptide cleavage, 3 h. O14672. inhibition, % at 7 µM. AID 720582;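 active = inhibition above a per-campaign cutoff equal to the mean of compounds falling between control-based bounds plus 3 SD, cut at about 20% in these data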;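 also: 0% = DMSO wells while the 100% control is not disclosed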
ADAM17 inh: inhibits human ADAM17; inhibition, % at 6.95 µM; recombinant ADAM17, EDANS/DABCYL FRET peptide cleavage; hit rate 0.83% among 370,000; P78536; AID 720648;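 active = inhibition above the mean of compounds lying between control limits plus 3 SD, set per campaign, cut at about 8.5% in these data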;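 also: 0% = DMSO-only wells as the low control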
Target sequence (P78536 215-824 limits assumed): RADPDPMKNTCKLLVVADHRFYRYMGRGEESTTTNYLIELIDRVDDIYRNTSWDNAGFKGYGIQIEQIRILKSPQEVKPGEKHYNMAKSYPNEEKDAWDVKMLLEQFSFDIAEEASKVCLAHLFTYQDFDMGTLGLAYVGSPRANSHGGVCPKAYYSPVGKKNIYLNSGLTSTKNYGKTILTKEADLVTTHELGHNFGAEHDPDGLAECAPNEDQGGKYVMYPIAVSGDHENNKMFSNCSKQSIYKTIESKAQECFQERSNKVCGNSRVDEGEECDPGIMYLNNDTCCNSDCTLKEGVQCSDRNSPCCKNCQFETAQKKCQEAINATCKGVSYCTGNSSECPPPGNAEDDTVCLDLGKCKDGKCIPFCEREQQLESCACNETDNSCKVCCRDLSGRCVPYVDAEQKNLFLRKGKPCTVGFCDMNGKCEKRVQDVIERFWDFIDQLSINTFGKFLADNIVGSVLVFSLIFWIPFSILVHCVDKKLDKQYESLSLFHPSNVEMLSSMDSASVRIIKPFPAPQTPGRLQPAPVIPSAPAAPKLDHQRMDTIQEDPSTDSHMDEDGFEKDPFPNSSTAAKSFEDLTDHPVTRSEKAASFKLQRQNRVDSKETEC
hcDAF-12 act: activators of H. contortus DAF-12 nuclear receptor. HEK293 hcDAF-12 lit1-tk-luc reporter, luminescence; 0% DMSO, 100% Δ7-dafachronic acid. activation, % at 6.8 µM. hit rate 1.4% among 370,000;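 active = activation above the mean of all tested compounds plus 3 SD, cut at about 5.5% in these data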;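 also: 100% = response to 3 µM Δ7-dafachronic acid high control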
GC-A act: GC-A (human) enzyme activation. hit rate 0.14% among 370,000. AID 1671463. activation, % at 10 µM. HEK293 GC-A cells, cGMP TR-FRET, EC30 ANP; 0% at EC30 ANP, 100% saturating ANP; in the data active = activation above about 40%
PG9 binder: binds the HIV-1 gp120 antibody PG9; TR-FRET gp120-PG9 antibody binding; inhibition, % at 6.7 µM; hit rate 0.43% among 360,000; in the data active = inhibition above about 8.5%
GAA850 FXN act: increases GAA850 frataxin promoter reporter activity; hit rate 0.56% among 360,000; HEK293 lucGAA850 FXN promoter luciferase reporter, 24 h; percent of 10 µM SAHA response; activation, % at 6 µM;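 active = activation above the average of all compounds screened plus 3 SD, cutoff fixed separately per campaign, cut at about 7.5% in these data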;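 also: 0% = DMSO wells and 100% = 10 µM SAHA wells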
DAX1 inh-1: NR0B1 (DAX1) inhibition | P51843 | HEK293 Gal4-DAX1 luciferase reporter, luminescence | inhibition, % at 6.75 µM | hit rate 0.99% among 340,000 | AID 504766;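 active = inhibition above the mean over all tested compounds plus 3 SD, cut at about 4.2% in these data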;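 also: 0% = DAX1-transfected cells with DMSO and 100% = empty-vector control cells with DMSO; inhibition shows as a rise in luminescence from relieved DAX1 repression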
Target sequence (P51843 207-470 limits assumed): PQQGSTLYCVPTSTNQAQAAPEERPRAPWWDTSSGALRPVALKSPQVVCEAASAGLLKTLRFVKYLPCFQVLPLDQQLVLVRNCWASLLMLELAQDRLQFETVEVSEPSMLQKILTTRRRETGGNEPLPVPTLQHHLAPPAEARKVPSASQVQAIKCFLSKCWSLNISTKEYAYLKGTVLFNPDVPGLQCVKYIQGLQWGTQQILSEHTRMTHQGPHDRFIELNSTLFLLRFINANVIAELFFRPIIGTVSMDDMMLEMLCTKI
hgDAF12 agonist: activates the H. glycines DAF-12 receptor ligand-binding domain. HEK293 GAL4-hgDAF12 UAS-luciferase reporter, agonist luminescence; normalized to butyrate control. activation, % at 6.8 µM. hit rate 1.8% among 370,000. AID 687014;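 active = activation above a cutoff set at the mean of all screened compounds plus 3 SD, cut at about 10% in these data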;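 also: 0% = DMSO wells and 100% = sodium butyrate wells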
DAX1 inh-2: blocks DAX1 repression of SF-1 activated StAR promoter | HEK293T StAR-luciferase reporter, SF-1/DAX-1 repression relief | AID 652010 | hit rate 1.1% among 370,000 | inhibition, % at 6.8 µM;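 active = inhibition above the mean over all tested compounds plus 3 SD, cut at about 3.6% in these data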;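 also: 0% = DAX-1 cells with DMSO and 100% = cells lacking DAX-1 with DMSO; higher inhibition means more luminescence from relief of DAX-1 repression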
* hit, by the source's call.

For CCOc1ccc(N=C2C(=O)N(CN3CCOCC3)c3ccccc32)cc1 the results were SMARCA2 act 3, ssDAF-12 act 0.0, ADAM10 inh -6, ADAM17 inh -4, hcDAF-12 act 2.5, GC-A act 3, PG9 binder -4.6, GAA850 FXN act -2.4, DAX1 inh-1 0.2, hgDAF12 agonist 1.7 and DAX1 inh-2 -0.3.
Cc1nnc(SCc2ccc(C(=O)Nc3cc(Cl)ccc3C)cc2)s1 was read as SMARCA2 act -2, ssDAF-12 act -1.6, ADAM10 inh 5, ADAM17 inh -1, hcDAF-12 act -1.3, GC-A act 2, PG9 binder -0.7, GAA850 FXN act 3.1, DAX1 inh-1 0.5, hgDAF12 agonist 1.3 and DAX1 inh-2 -0.4.
`O=C(c1ccc2c(=O)n3c(nc2c1)CCC3)N1CCN(S(=O)(=O)c2cccc(F)c2)CC1` gave SMARCA2 act -2, ssDAF-12 act -1.2, ADAM10 inh -17, ADAM17 inh -11, hcDAF-12 act -0.8, GC-A act 2, PG9 binder 1.4, GAA850 FXN act 3.9, DAX1 inh-1 0.2, hgDAF12 agonist -3.2 and DAX1 inh-2 -0.1.
`Cc1cccc(S(=O)(=O)NC(=O)C2(C)CCN2C(=O)Cc2ccc(C(C)(C)C)cc2)c1` (centres undefined) gave SMARCA2 act 0, ssDAF-12 act -1.0, ADAM10 inh 11, ADAM17 inh 4, hcDAF-12 act -1.7, GC-A act 3, PG9 binder 3.0, GAA850 FXN act 0.1, hgDAF12 agonist -1.9 and DAX1 inh-2 1.2.
Cc1cccc2cc(CN(Cc3nnnn3C3CCCC3)C3CCCCC3)c(=O)[nH]c12 was read as SMARCA2 act -1, ssDAF-12 act -0.3, ADAM10 inh -32, ADAM17 inh -14, hcDAF-12 act 2.1, GC-A act -2, PG9 binder 1.7, GAA850 FXN act 3.2, DAX1 inh-1 -1.4, hgDAF12 agonist 0.1 and DAX1 inh-2 0.7.
`CC(C(=O)Nc1ccccc1F)N1C(=O)c2ccccc2C1=O` (centres undefined) gave SMARCA2 act 1, ssDAF-12 act -0.2, ADAM10 inh -3, ADAM17 inh -3, hcDAF-12 act -2.0, GC-A act 4, PG9 binder 1.3, GAA850 FXN act -2.5, DAX1 inh-1 0.6, hgDAF12 agonist 0.9 and DAX1 inh-2 0.3.
O=C(NCCN1CCOCC1)c1cccs1 was read as SMARCA2 act -1, ssDAF-12 act -0.9, ADAM10 inh -5, ADAM17 inh 0, hcDAF-12 act -1.8, GC-A act -2, PG9 binder -0.8, GAA850 FXN act 0.7, DAX1 inh-1 1.8, hgDAF12 agonist 1.2 and DAX1 inh-2 0.1.
COc1cc(S(=O)(=O)NCC2CCCO2)c(OC)cc1Cl (centres undefined) was read as SMARCA2 act -1, ssDAF-12 act -1.0, ADAM10 inh 12, ADAM17 inh 3, hcDAF-12 act 0.1, GC-A act 0, PG9 binder -1.1, GAA850 FXN act 0.8, DAX1 inh-1 -0.3, hgDAF12 agonist 0.5 and DAX1 inh-2 0.3.
`Cc1ccc(C)c(C(=O)CN2C3=NCCCN3c3ccccc32)c1` gave SMARCA2 act -1, ssDAF-12 act -2.0, ADAM10 inh -7, ADAM17 inh -5, hcDAF-12 act -1.0, GC-A act -3, PG9 binder -0.2, GAA850 FXN act -4.5, DAX1 inh-1 -1.0, hgDAF12 agonist -0.1 and DAX1 inh-2 0.6.
Screening O=C(CSc1nnc2ccccn12)Nc1ccccc1C(=O)O returned SMARCA2 act -3, ssDAF-12 act -0.9, ADAM10 inh -13, ADAM17 inh -6, hcDAF-12 act -2.0, GC-A act -3, PG9 binder -0.7, GAA850 FXN act 0.0, DAX1 inh-1 -0.7, hgDAF12 agonist -0.8 and DAX1 inh-2 1.1.
Screening CCCCC(O)(CCCC)C(=O)NN(C(=O)OC)c1ccc(C)cc1 returned SMARCA2 act -4, ssDAF-12 act -2.5, ADAM10 inh 0, ADAM17 inh -4, hcDAF-12 act -1.2, GC-A act 5, PG9 binder 2.1, GAA850 FXN act -1.1, DAX1 inh-1 1.8, hgDAF12 agonist -0.5 and DAX1 inh-2 -0.3.
COc1ccc(NC(=S)N2CCc3cc(OC)c(OC)cc3C2)cc1 was read as SMARCA2 act -1, ssDAF-12 act -1.3, ADAM10 inh 2, ADAM17 inh -3, hcDAF-12 act -1.6, GC-A act -2, PG9 binder 1.1, GAA850 FXN act 0.7, DAX1 inh-1 1.8, hgDAF12 agonist -2.4 and DAX1 inh-2 0.1.
For Cc1nc(C(=O)N2CCC(C)(C(=O)NS(=O)(=O)C3CC3)C2)c(C)o1 (centres undefined) the results were SMARCA2 act 6, ssDAF-12 act -1.2, ADAM10 inh -28, ADAM17 inh -11, hcDAF-12 act 0.0, GC-A act 3, PG9 binder -1.3, GAA850 FXN act 1.4, hgDAF12 agonist -1.8 and DAX1 inh-2 0.1.
For COc1ccc([C@@H]2CC=C(C(=O)O)[C@H](c3ccc(Cl)cc3)N2S(=O)(=O)c2ccccc2C)cc1 the results were SMARCA2 act 1, ssDAF-12 act -1.2, ADAM10 inh 4, ADAM17 inh 3, hcDAF-12 act -1.4, GC-A act 1, PG9 binder -1.5, GAA850 FXN act -0.2, DAX1 inh-1 0.3, hgDAF12 agonist -0.5 and DAX1 inh-2 0.3.
Cc1cc(C(=O)COC(=O)c2ccc[nH]c2=O)c(C)n1-c1ccc(Br)cc1 was read as SMARCA2 act 1, ssDAF-12 act -1.4, ADAM10 inh -4, ADAM17 inh -4, hcDAF-12 act -0.5, GC-A act -9, PG9 binder -1.7, GAA850 FXN act 2.8, DAX1 inh-1 2.1, hgDAF12 agonist 0.6 and DAX1 inh-2 0.6.
For COc1cc(OC)cc(OC(=O)c2cccc(S(=O)(=O)N3CCN(C)CC3)c2)c1 the results were SMARCA2 act 0, ssDAF-12 act -1.0, ADAM10 inh 3, ADAM17 inh 6, hcDAF-12 act -1.3, GC-A act -5, PG9 binder 3.0, GAA850 FXN act 0.6, DAX1 inh-1 1.0, hgDAF12 agonist 0.6 and DAX1 inh-2 0.7.
O=C(NC1CCSc2ccccc21)c1c(F)cccc1Cl (centres undefined) was read as SMARCA2 act -2, ssDAF-12 act -0.8, ADAM10 inh 0, ADAM17 inh -3, hcDAF-12 act -1.8, GC-A act 0, PG9 binder 1.4, GAA850 FXN act -0.4, DAX1 inh-1 0.2, hgDAF12 agonist -0.4 and DAX1 inh-2 -0.2.
Screening CCOC(=O)c1ccccc1NS(=O)(=O)c1ccc(S(=O)(=O)N2CCCC2)cc1 returned SMARCA2 act 3, ssDAF-12 act -1.9, ADAM10 inh 9, ADAM17 inh 2, hcDAF-12 act -2.8, GC-A act 4, PG9 binder 0.5, GAA850 FXN act -0.4, DAX1 inh-1 -0.8, hgDAF12 agonist -2.9 and DAX1 inh-2 -0.8.
CCOc1ccc(NC(=O)C(C)NS(=O)(=O)c2ccc(NC(C)=O)cc2)cc1 (centres undefined) was read as SMARCA2 act 1, ssDAF-12 act -1.1, ADAM10 inh -3, ADAM17 inh 2, hcDAF-12 act 0.5, GC-A act 2, PG9 binder -0.4, GAA850 FXN act -0.7, DAX1 inh-1 -1.2, hgDAF12 agonist 1.8 and DAX1 inh-2 0.9.
For Cc1ccc(SCC(=O)OC(C)C(=O)NC2CCCCC2C)c(C)c1 (centres undefined) the results were SMARCA2 act -1, ssDAF-12 act -1.0, ADAM10 inh -5, ADAM17 inh 1, hcDAF-12 act -1.6, GC-A act -5, PG9 binder -0.1, GAA850 FXN act -0.1, DAX1 inh-1 0.9, hgDAF12 agonist -1.3 and DAX1 inh-2 0.0.
`COc1ccccc1CCNC(=O)c1cc(-c2ccncc2)nc2ccc(Br)cc12` gave SMARCA2 act -2, ssDAF-12 act -1.5, ADAM10 inh -2, ADAM17 inh -1, hcDAF-12 act -0.6, GC-A act 14, PG9 binder 3.2, GAA850 FXN act 2.0, DAX1 inh-1 0.5, hgDAF12 agonist 1.1 and DAX1 inh-2 -0.6.
Screening CC(=O)N1CCN(C(=O)CCCNC(=O)c2ccc(Cl)cc2)CC1 returned SMARCA2 act -1, ssDAF-12 act -0.7, ADAM10 inh -3, ADAM17 inh 1, hcDAF-12 act -0.6, GC-A act 0, PG9 binder -1.1, GAA850 FXN act 0.8, DAX1 inh-1 -0.2, hgDAF12 agonist -2.1 and DAX1 inh-2 -0.9.
For N#Cc1nc(-c2ccco2)oc1N1CCCC1 the results were SMARCA2 act 3, ssDAF-12 act -1.1, ADAM10 inh inactive, ADAM17 inh -499, hcDAF-12 act -0.5, GC-A act -4, PG9 binder -1.1, GAA850 FXN act 2.4, DAX1 inh-1 2.1, hgDAF12 agonist -0.7 and DAX1 inh-2 -0.7.
`COc1ccc(CC(=O)OCC(=O)c2ccc(OC)c(OC)c2)cc1` gave SMARCA2 act 0, ssDAF-12 act -0.8, ADAM10 inh -12, ADAM17 inh -5, hcDAF-12 act 0.0, GC-A act 2, PG9 binder -0.9, GAA850 FXN act 2.5, DAX1 inh-1 -0.5, hgDAF12 agonist -2.5 and DAX1 inh-2 0.9.

Grouped by structure, the compounds so far containing two or more sulfur atoms (two)
Cc1nnc(SCc2ccc(C(=O)Nc3cc(Cl)ccc3C)cc2)s1 was read as SMARCA2 act -2, ssDAF-12 act -1.6, ADAM10 inh 5, ADAM17 inh -1, hcDAF-12 act -1.3, GC-A act 2, PG9 binder -0.7, GAA850 FXN act 3.1, DAX1 inh-1 0.5, hgDAF12 agonist 1.3 and DAX1 inh-2 -0.4.
Screening CCOC(=O)c1ccccc1NS(=O)(=O)c1ccc(S(=O)(=O)N2CCCC2)cc1 returned SMARCA2 act 3, ssDAF-12 act -1.9, ADAM10 inh 9, ADAM17 inh 2, hcDAF-12 act -2.8, GC-A act 4, PG9 binder 0.5, GAA850 FXN act -0.4, DAX1 inh-1 -0.8, hgDAF12 agonist -2.9 and DAX1 inh-2 -0.8.

(further entries)
For O=C1N[C@@H](Cc2ccccc2)COC(=O)[C@@H](Cc2ccc(F)cc2)CC/C=C/C[C@@H]1CC(=O)N(CCO)Cc1ccccc1 the results were SMARCA2 act -1, ssDAF-12 act -1.9, ADAM10 inh 11, ADAM17 inh 4, hcDAF-12 act -2.2, GC-A act -4, PG9 binder 0.7, GAA850 FXN act -2.7, DAX1 inh-1 -0.3, hgDAF12 agonist -2.1 and DAX1 inh-2 -0.7.
For CC(C)(C)c1ccc(C(=O)NCCC(=O)NC2=NCCS2)cc1 the results were SMARCA2 act -2, ssDAF-12 act -0.4, ADAM10 inh -8, ADAM17 inh -1, hcDAF-12 act -1.4, GC-A act 2, PG9 binder -0.7, GAA850 FXN act 1.3, DAX1 inh-1 0.2, hgDAF12 agonist 6.7 and DAX1 inh-2 0.5.
For O=C(O)CC1Cc2ccccc2C1C(=O)O (centres undefined) the results were SMARCA2 act 2, ssDAF-12 act -0.7, ADAM10 inh -5, ADAM17 inh 0, hcDAF-12 act 2.3, GC-A act 0, PG9 binder -0.3, GAA850 FXN act 0.1, DAX1 inh-1 -0.8, hgDAF12 agonist 4.1 and DAX1 inh-2 -0.7.
Cc1ccc(C)c(NC(=O)NNC(=O)c2cc3occc3[nH]2)c1 was read as SMARCA2 act 0, ssDAF-12 act -1.5, ADAM10 inh -8, ADAM17 inh -3, hcDAF-12 act -1.7, GC-A act 1, PG9 binder -0.3, GAA850 FXN act 0.8, DAX1 inh-1 0.3, hgDAF12 agonist -3.0 and DAX1 inh-2 0.7.

Assay outcomes as filed in PubChem.
